Mac1 fbg enh – increases human CD11b/CD18 adhesion to fibrinogen | K562 CD11b/CD18 adhesion to fibrinogen, ATPlite luminescence | AID 1499 | 93,000 tested, 0.07% active | activation, % at 10 µM | P05107+P11215;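 active = 10 µM primary screen giving 50% or more activity, confirmed by 40% or more on retest at that dose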; note: strong numbers were not always called active; reference of the scale not given here
ERa SRC1 pot – enhances coactivator binding to human estrogen receptor alpha; AID 639; P03372; TR-FRET ERalpha-LBD/SRC-Cy5 coactivator binding, 2 h; 100 = basal binding, no effect; 86,000 tested, 1.3% active; coactivator binding (% of control), % at 25.6 µM; in the data active = activity above about 200%;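 note: binding measured in presence of low estradiol as agonist stimulus; 0% = peptide alone without receptor and 100% = receptor with peptide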
Target sequence (P03372 whole entry, looked up, the tested form may be a part): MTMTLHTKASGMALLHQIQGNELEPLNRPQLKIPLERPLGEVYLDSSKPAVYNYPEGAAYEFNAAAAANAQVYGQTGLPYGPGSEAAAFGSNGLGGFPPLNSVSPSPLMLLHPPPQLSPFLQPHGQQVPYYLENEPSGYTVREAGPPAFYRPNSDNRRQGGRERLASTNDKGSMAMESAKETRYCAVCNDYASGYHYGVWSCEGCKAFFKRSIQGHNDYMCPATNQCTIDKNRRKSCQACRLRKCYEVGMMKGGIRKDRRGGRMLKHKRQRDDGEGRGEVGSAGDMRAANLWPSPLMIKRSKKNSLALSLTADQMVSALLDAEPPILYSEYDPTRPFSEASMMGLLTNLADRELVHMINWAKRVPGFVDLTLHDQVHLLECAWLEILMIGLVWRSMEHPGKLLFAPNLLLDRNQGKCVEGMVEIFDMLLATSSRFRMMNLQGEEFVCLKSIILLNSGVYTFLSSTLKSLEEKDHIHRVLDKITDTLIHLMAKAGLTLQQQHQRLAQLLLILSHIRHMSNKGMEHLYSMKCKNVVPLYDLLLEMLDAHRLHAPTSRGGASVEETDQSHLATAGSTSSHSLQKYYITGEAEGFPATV
MT1-MMP txn act – MT1-MMP promoter transcription activation | HT1080 MT1-MMP promoter luciferase reporter, luminescence, overnight; active compounds read high | activation factor at 10 µM | 86,000 tested, 0.16% active | AID 750;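 active = activation factor of at least 2 for MT1-MMP transcription at 10 µM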
Candida biofilm – kills Candida albicans biofilms; C. albicans biofilm + clotrimazole, Alamar Blue; inhibition, % at 6 µM; 85,000 tested, 0.14% active; AID 834;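 active = inhibition above 20%; inactive = inhibition below 20%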;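 note: preformed 24 hr biofilms exposed to compound for 48 hr; 0% = biofilm without compound and 100% = blank killed by clotrimazole plus chlorhexidine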
Smad3 FoxH1 inh – inhibitors of human Smad3 transcription factor binding; inhibition, % at 25 µM; TR-FRET Smad3/Dy647-FoxH1 peptide binding, europium anti-His; AID 630; 88,000 tested, 0.29% active; P84022;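 active = compounds that reduce the energy-transfer binding signal between the protein and its labelled peptide by more than half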;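 note: 0% = Smad3 plus labelled peptide maximal FRET and 100% = peptide-only background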
Target sequence (P84022 whole entry, looked up): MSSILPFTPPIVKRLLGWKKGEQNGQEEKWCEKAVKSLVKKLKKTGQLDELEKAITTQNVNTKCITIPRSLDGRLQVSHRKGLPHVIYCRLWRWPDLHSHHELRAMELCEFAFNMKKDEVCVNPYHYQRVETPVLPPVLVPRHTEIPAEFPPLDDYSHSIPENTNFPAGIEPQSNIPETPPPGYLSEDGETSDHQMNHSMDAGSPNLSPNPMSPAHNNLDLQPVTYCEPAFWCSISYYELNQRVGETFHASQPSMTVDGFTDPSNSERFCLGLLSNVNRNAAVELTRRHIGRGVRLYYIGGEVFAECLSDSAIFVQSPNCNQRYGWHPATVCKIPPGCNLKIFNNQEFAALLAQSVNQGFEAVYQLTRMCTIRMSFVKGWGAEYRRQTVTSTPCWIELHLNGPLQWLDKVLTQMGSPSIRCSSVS
sEH activator – increases human soluble epoxide hydrolase activity; purified human sEH enzymatic activity, activator screen; activation, % at 2 µM; 91,000 tested, 0.04% active; P34913; in the data active = activation above about 37%; note: values of inactives mirror those of a sister screen read the other way
sEH inhibitor – inhibitors of human soluble epoxide hydrolase; P34913; recombinant human sEH enzymatic activity assay; inhibition, % at 2 µM; 91,000 tested, 0.34% active; AID 707; in the data active = inhibition above about 80%; note: values of inactives mirror those of a sister screen read the other way; many of its hits are not listed in these tables
ERb SRC1 inh – blocks coactivator binding to human estrogen receptor beta; TR-FRET ER-beta LBD / SRC1-Cy5 peptide binding; receptor agonist-loaded with 1 µM estradiol; inhibition, % at 25.6 µM; Q92731; 86,000 tested, 1.3% active;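 active = compounds whose percent inhibition of the receptor-coactivator binding signal exceeds about 50% in the single-dose screen, limit read from the data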;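 note: 0% = receptor plus peptide wells without compound and 100% = peptide-only wells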
Mac1 fbg inh – inhibitors of human CD11b/CD18 binding to fibrinogen | AID 1497 | K562 CD11b/CD18 adhesion to fibrinogen, ATPlite luminescence; Mn2+ added to activate the integrin | P05107+P11215 | 93,000 tested, 0.54% active | inhibition, % at 10 µM;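 active = primary inhibition of 50% or more at 10 µM, then 40% or more on retest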; note: some results filed as inactive read as strong as hits
Starred values were filed as active, the others as inactive; x = not tested or not shown; [ ] = dose if it differs, or a comment. An excerpt. The share of hits here may be higher or lower than overall.

SMILES	Mac1 fbg enh	ERa SRC1 pot	MT1-MMP txn act	Candida biofilm	Smad3 FoxH1 inh	sEH activator	sEH inhibitor	ERb SRC1 inh	Mac1 fbg inh
O=C(NCC(=O)N(CC1CCCO1)C1(C(=O)NC2CCCCC2)CCCCC1)c1ccccc1 (stereo unspecified)	-4	122	1.1	x	-1	3	-6	-4[fluorescence artefact?]	-30
COc1ccc(N2CCN(CCNC(=O)c3nnc(Cc4c(F)cccc4Cl)o3)CC2)cc1	2	130	1	7	4[fluorescence artefact?]	-2	1	-7	-9
Cc1cnc(NC(=O)C2CCCO2)s1 (stereo unspecified)	0	109	1.4	6	9[fluorescence artefact?]	10	-10	-9	-19
COc1ccc(C2N3CC4(C)CN2CC(C)(C3)C4=O)cc1OC (stereo unspecified)	-3	100	1	13	-8	x	x	21	-7
CCCN1C2CCCC1CC(NC(=O)c1ccccc1F)C2 (stereo unspecified)	0	84	1	-7	-4	-11	13	-1[fluorescence artefact?]	-3
Cc1cc(C(=O)COC(=O)c2n[nH]c3ccccc23)c(C)n1C	-1	89[fluorescence artefact?]	x	3	-17	20	-17	12[fluorescence artefact?]	-4
O=C(Nc1ccccc1N1CCCCC1)c1cccc(F)c1	3	120	1.2	4	2[fluorescence artefact?]	3	-2	-1	-22
COc1cc(NC(=O)c2ccco2)c(OC)cc1NC(=O)Nc1cccc(Cl)c1	0	99	1.1	8	7	2	0	-25	-9
COc1ccc2c(c1)[nH]c1c(=O)n(CCN(C)C)cnc12	1	126	1.2	2	2	-11	10	-21	-12
COCCn1c(SCC(=O)OC(C)C)nnc1-c1ccccc1	-3	116	0.9	2	6	-7	9	-2[fluorescence artefact?]	-6
CCn1c(SCC(=O)O)nnc1C1CCCCC1	-2	96	1.1	4	4	0	0	4	-17
COc1ccc(-c2nnc3ccc(SC(C(C)=O)C(C)=O)nn23)cc1OC	-4	111	1.1	6	9	2	-3	8	-1
CCCCc1cc(O)c(CCCC)c(O)c1	-5	96	1.2	5	4	-4	5	-15	7
COc1cc(NC(=O)c2ccccc2Cl)ccc1NC(=O)c1ccco1	x	97	1.8	6	11	11	-9	-3	x
CC1CCc2c(nc3ncnn3c2N2CCN(c3ccccc3)CC2)C1 (stereo unspecified)	-1	105[fluorescence artefact?]	0.9	3	0	5	-6	-14	-7
COC(=O)COc1ccccc1C(N)=O	-2	90	0.9	11	24[fluorescence artefact?]	6	-7	1	-37
Cc1[nH]c2ccc(Br)cc2c(=O)c1CN1CCCCC1	-5	126	1.3	8	3	6	-7	-7	1
O=C(NCc1ccncc1)Nc1ccccc1	-2	113	x	6	3	-9	10	-10	-23
CCCCn1c(SCC(=O)Nc2ccc(OC)cc2)nc2ccc(N3CCOCC3)cc2c1=O	20	141[fluorescence artefact?]	1.2	9	11	9	-9	27[fluorescence artefact?]	9
CC1=C(C#N)CCC(=O)N1Cc1ccc(C)cc1	-2	x	x	x	x	-10	9	x	-13
O=C(Nc1ccc(Cl)cn1)c1cccc(F)c1	0	112	0.9	0	3	-9	10	-9	-8
Cc1nc2nc[nH]n2c(=O)c1NC(=O)CCc1ccccc1	-7	97	1	0	4	x	x	-1[fluorescence artefact?]	2
CC(C)Cn1c(N)c(C(=O)NCc2cccs2)c2nc3ccccc3nc21	5	68	1.1	-1	16[fluorescence artefact?]	x	x	7	-20
O=C(CN1C(=O)c2ccccc2S1(=O)=O)NCc1cccnc1	-2	x	x	x	x	2	-3	x	-14
Cn1cccc1C(=O)NC(=O)COC(=O)c1ccc(O)cc1	1	x	x	x	x	-6	4	x	0

SMILES	Mac1 fbg enh	ERa SRC1 pot	MT1-MMP txn act	Candida biofilm	Smad3 FoxH1 inh	sEH activator	sEH inhibitor	ERb SRC1 inh	Mac1 fbg inh
Cc1ccc(N2CC(C(=O)Nc3ccncc3)CC2=O)cc1 (stereo unspecified)	1	112	1.2	13	5	4	-3	-10	-1
CCOC(=O)CC(=O)CSc1nc(C)nc2c1oc1ccccc12	1	92	1.1	6	7	1	-1	5[fluorescence artefact?]	-16
CCCc1nc2ccccc2c(C(=O)OC2CCOC2=O)c1CC (stereo unspecified)	0	100	1.1	3	3	4	-1	17	-12
CC1(c2ccc(Cl)c(Cl)c2)NC(=S)N2C1NC(=S)N2c1ccccc1 (stereo unspecified)	2	88	1.5	14	8	5	-4	-3	-13
Cc1ccc(NC(=O)CN(C)S(=O)(=O)c2cccs2)cc1F	x	110	x	5	11	-37	37	0[fluorescence artefact?]	x
O=C(COC(=O)C1CCC1)Nc1ccc(Oc2ccccc2)cc1	0	x	x	x	x	-58	58	x	-6
CC1(C)C(c2ccccc2)=[N+]([O-])C2(CCCCC2=O)N1O (stereo unspecified)	x	109	1.2	-9	-5	-7	8	4	x
NC(=O)N1c2ccccc2CC(=O)c2ccccc21	2	x	1.2	x	x	3	-2	x	-3
COc1ccc(C2(C(=O)NCc3ccco3)CCCC2)cc1OC	x	105	1.1	4	1	12	-12	-15[fluorescence artefact?]	x
CCOC(=O)CNC(=O)c1c2c(nc3ccccc13)CCCC2	-6	x	1	x	x	-2	2	x	2
Cc1ccc2nc(SCC(=O)N3CCCC3)[nH]c2c1	-3	121	0.9	7	3	-10	10	16[fluorescence artefact?]	-6
CC1Cc2cc(/C(O)=C3/C(=O)C(=O)N(CCN4CCOCC4)C3c3cccc(Cl)c3)ccc2O1 (stereo unspecified)	9	101	1	-8	4[fluorescence artefact?]	17	-17	-8	12
CCOC(=O)Nc1ccc2c(c1)N(C(=O)C(C)N1CCCC1)c1ccccc1CC2 (stereo unspecified)	-3	89	0.9	-2	3	-2	-2	4[fluorescence artefact?]	-2
Cc1cc(NC(=O)CSc2nc3ccccc3c(=O)n2Cc2ccc(F)cc2)no1	-3	232*[fluorescence artefact?]	1.1	5	20[fluorescence artefact?]	-3	3	50*[fluorescence artefact?]	-1
CCOC(=O)c1ccc(CNC(=O)CSc2nc(NC(=O)c3ccccc3)c3c(C)c(C)oc3n2)cc1	-2	135	1.2	4	-1	8	-4	6[fluorescence artefact?]	-22
COc1cccc(N(C(=O)Cn2nnc(-c3cccs3)n2)C(C(=O)NC(C)C)c2ccc(C)o2)c1 (stereo unspecified)	x	108	1	-5	-1	14	-12	-5	x
CCOc1ccc(-c2nc(C#N)c(N3CCN(CC)CC3)o2)cc1	-1	100	1	2	-8	-5	5	2[fluorescence artefact?]	-7
CCc1cccc(NS(=O)(=O)c2c(C)n[nH]c2C)c1	x	118	0.9	6	7	6	-6	4	x
CCOc1ccccc1NC=C1C(=O)OC2(CCCCC2)OC1=O	-4	113	1.2	-2	6	6	-9	3	-4
CNC(=O)C1CC(=O)N(Cc2ccc3c(c2)OCO3)C(=Nc2ccc(OC)cc2)S1 (stereo unspecified)	-6	126	x	7	-3	-12	13	4	19
c1ccc(Cn2c(Sc3nnnn3-c3ccccc3)nnc2-c2ccccc2)cc1	1	97	1.1	7	-2[fluorescence artefact?]	3	-6	-3	-57
CCOc1ccc(NC(=O)CN(C)CC(=O)Nc2cccc(Cl)c2C)cc1OCC	x	105	0.9	6	5	2	2	-5	x
O=S(=O)(NCc1cccnc1)c1ccc(Br)s1	1	118	1.3	5	14[fluorescence artefact?]	x	x	-26[fluorescence artefact?]	-5
CCn1c(Sc2nc(C)nc3scc(-c4cccs4)c23)n[nH]c1=O	-4	120	1.2	6	8	6	-5	-6	-5
O=C1Nc2ccc(F)cc2C12SCCS2	-1	x	x	x	x	2	-3	x	17

Entries of single compounds from above.
CCOc1ccc(NC(=O)CN(C)CC(=O)Nc2cccc(Cl)c2C)cc1OCC as listed: Mac1 fbg enh = x; ERa SRC1 pot = 105; MT1-MMP txn act = 0.9; Candida biofilm = 6; Smad3 FoxH1 inh = 5; sEH activator = 2; sEH inhibitor = 2; ERb SRC1 inh = -5; Mac1 fbg inh = x
CCOc1ccccc1NC=C1C(=O)OC2(CCCCC2)OC1=O as listed: Mac1 fbg enh = -4; ERa SRC1 pot = 113; MT1-MMP txn act = 1.2; Candida biofilm = -2; Smad3 FoxH1 inh = 6; sEH activator = 6; sEH inhibitor = -9; ERb SRC1 inh = 3; Mac1 fbg inh = -4

Continuation:
SMILES	Mac1 fbg enh	ERa SRC1 pot	MT1-MMP txn act	Candida biofilm	Smad3 FoxH1 inh	sEH activator	sEH inhibitor	ERb SRC1 inh	Mac1 fbg inh
COc1ccc(C(=O)COC(=O)CNC(=O)C2CCCCC2)c(OC)c1	1	118	1.3	6	2	-13	15	31[fluorescence artefact?]	-18
CCOc1nc(-c2ccccc2Cl)ccc1C#N	-1	x	x	x	x	-7	6	x	3
CCc1nc(SCC(=O)NCc2ccc(F)cc2)c2c(=O)n(C)c(=O)n(C)c2n1	4	111[fluorescence artefact?]	x	9	-3	-18	17	14[fluorescence artefact?]	-3
C=CCNS(=O)(=O)c1nc(C)c(Cl)c(C)c1C#N	-2	118[fluorescence artefact?]	1.1	8	-6	x	x	-2	1
Cc1ccccc1C(=O)NC1CCN(Cc2nnnn2Cc2ccc(F)cc2)CC1	-2	113	1.2	4	15	0	0	4	14
CCCOc1c(Cl)cc(/C=N/O)cc1OCC	-1	107	1.1	3	3	16	-17	6	0
CCN(CC)S(=O)(=O)c1ccc(Br)c(OC)c1	x	92	1.3	3	5	-4	4	14[fluorescence artefact?]	x
CCOC(=O)C1CCCN(Cc2cc(Br)c(OC)cc2OC)C1 (stereo unspecified)	14	115	1.1	5	-9	9	-10	6	-7
CS(=O)(=O)N(CC(=O)N1CCCCCC1)c1ccccc1	-4	110	1.1	7	2	-9	12	-23[fluorescence artefact?]	0
COc1cccc(-c2csc(NC(=O)C3CC3)n2)c1	-1	120	1.6	8	11	7	-3	-21[fluorescence artefact?]	-16
CC(Oc1ccc(F)cc1)C(=O)Nc1ccc2ccccc2c1 (stereo unspecified)	-1	86	1	7	-3	6	-6	1	-32
CCSc1nnc(NC(=O)c2ccc3ccccc3n2)s1	-2	89	1.3	12	1	-9	12	4	-3
O=C(CSc1nc(-c2ccco2)cc(C(F)(F)F)n1)N1CCc2ccccc2C1	-3	88	1.1	4	7	12	-8	-24[fluorescence artefact?]	-2
CCOC(=O)c1ccc(S(=O)(=O)N2CCN(CC(=O)NC(=O)NC3CCCCC3)CC2)cc1	-1	130	1	3	6	0	-1	-1	2
CCc1sc(C(=O)NCc2cc(C)n(C)n2)cc1Br	-4	116	1.3	x	4	x	x	-2	6
Cc1ccc2c(c1)CCCN2C(=O)c1ccc2c(c1)OCO2	6	87	1.1	4	-5	-4	5	0	-8

3 neighbouring compounds from above:
SMILES	Mac1 fbg enh	ERa SRC1 pot	MT1-MMP txn act	Candida biofilm	Smad3 FoxH1 inh	sEH activator	sEH inhibitor	ERb SRC1 inh	Mac1 fbg inh
COc1ccc(C(=O)COC(=O)CNC(=O)C2CCCCC2)c(OC)c1	1	118	1.3	6	2	-13	15	31[fluorescence artefact?]	-18
CCOc1nc(-c2ccccc2Cl)ccc1C#N	-1	x	x	x	x	-7	6	x	3
CCc1nc(SCC(=O)NCc2ccc(F)cc2)c2c(=O)n(C)c(=O)n(C)c2n1	4	111[fluorescence artefact?]	x	9	-3	-18	17	14[fluorescence artefact?]	-3
